FXN GAA850 act: frataxin GAA850 promoter activation; AID 540364; HEK293 lucGAA850 FXN promoter luciferase reporter, 24 h; percent of 10 µM SAHA response; activation, % at 6 µM; actives 0.56% (n = 360,000);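 active = activation above the average of all compounds screened plus 3 SD, cutoff fixed separately per campaign, cut at about 7.5% in these data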;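 also: 0% = DMSO wells and 100% = 10 µM SAHA wells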
DDE Tn6 FP inh: inhibitors of Tn6 peptide binding to human fibrin DD(E). actives 0.21% (n = 370,000). Fibrin DD(E) TRITC-Tn6 fluorescence polarization displacement. inhibition, % at 8.3 µM;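 active = inhibition above a per-campaign cutoff: mean of compounds within control limits plus 3 SD, cut at about 15% in these data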;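 also: 0% = median of all compound wells on the plate and 100% = blocking peptide control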
NPR1 activator: GC-A (human) enzyme activation; P16066; HEK293 GC-A cells, cGMP TR-FRET, EC30 ANP; 0% at EC30 ANP, 100% saturating ANP; activation, % at 10 µM; actives 0.14% (n = 370,000); AID 1671463; in the data active = activation above about 40%
ASAP1 GAP inh: blocks human ASAP1-stimulated Arf1 GTP hydrolysis | AID 624377 | inhibition, % at 16.5 µM | Q9ULH1 | GDP FP detection | actives 0.19% (n = 360,000); in the data active = inhibition above about 25%;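 also: 0% = vehicle with enzyme and substrate and 100% = no enzyme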
ARFGAP1 inh: inhibitors of rat ARFGAP1; actives 0.26% (n = 360,000); Arfgap1-stimulated ARF1 GTP hydrolysis, GDP FP detection; inhibition, % at 16.5 µM; Q62848; AID 651572;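 active = inhibition above a per-plate limit, mean inhibition of low control wells plus 3 SD, cut at about 25% in these data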;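 also: 0% = DMSO wells with enzyme and 100% = wells lacking Arfgap1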
Target sequence (Q62848 1-136 limits assumed): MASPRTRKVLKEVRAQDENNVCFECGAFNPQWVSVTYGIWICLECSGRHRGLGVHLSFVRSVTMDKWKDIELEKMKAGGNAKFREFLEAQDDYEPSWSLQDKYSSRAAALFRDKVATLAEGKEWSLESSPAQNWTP
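material = rat Arfgap1 catalytic domain, aa 1-136 | also added = human ARF1(Δ1-17)-GTP substrate | compound dosing = one concentration, 16.5 µM, DMSO 1.26% | times = GTP hydrolysis reaction 2 h at 25 °C | measured by = FP, GDP Alexa 633 tracer displaced from anti-GDP antibody, 620/688 nm | evaluation = percent inhibition of Arfgap1-stimulated GTP hydrolysis | replication = single well per compound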
rCAG binder: r(CAG) repeat RNA binding; TO-PRO-1 dye displacement fluorescence; actives 1.3% (n = 370,000); AID 651821; inhibition, % at 3 µM;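 active = inhibition above the plate cutoff, the mean of all test compounds on that plate plus 3 SD, cut at about 35% in these data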;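 also: 0% = DMSO alone and 100% = 100 µM mitoxantrone as full dye displacement; higher means more dye released from RNA so lower well fluorescence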
KLK7 zymogen act: activates the human kallikrein-7 zymogen. activation, % at 7 µM. purified proKLK7, EDANS-DABCYL substrate fluorescence; 100% is mature enzyme control, 0% vehicle. P49862. actives 0.9% (n = 370,000). AID 652039;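 active = activation above the mean of all tested compounds plus 3 SD, computed per campaign excluding outliers beyond control limits, cut at about 13% in these data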
Target sequence (P49862 whole entry, looked up): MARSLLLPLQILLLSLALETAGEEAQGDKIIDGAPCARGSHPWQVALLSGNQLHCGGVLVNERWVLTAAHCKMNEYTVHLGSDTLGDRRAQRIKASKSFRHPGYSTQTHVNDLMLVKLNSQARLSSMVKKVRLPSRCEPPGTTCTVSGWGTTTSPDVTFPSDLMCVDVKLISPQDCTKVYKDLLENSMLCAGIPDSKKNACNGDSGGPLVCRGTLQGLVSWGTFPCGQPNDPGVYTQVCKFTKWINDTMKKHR
sPLA2-III inh: Blocks human group III sPLA2 activity. Q9NZ20. QFRET BODIPY PC-A2 liposome hydrolysis, fluorescence. inhibition, % at 12.2 µM. actives 0.56% (n = 370,000);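 active = inhibition above mean plus 3 SD of compounds lying within the high and low control bounds, cut at about 19% in these data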;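 also: 0% = median of test compound wells and 100% = no enzyme DMSO wells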
Target sequence (Q9NZ20 whole entry, looked up): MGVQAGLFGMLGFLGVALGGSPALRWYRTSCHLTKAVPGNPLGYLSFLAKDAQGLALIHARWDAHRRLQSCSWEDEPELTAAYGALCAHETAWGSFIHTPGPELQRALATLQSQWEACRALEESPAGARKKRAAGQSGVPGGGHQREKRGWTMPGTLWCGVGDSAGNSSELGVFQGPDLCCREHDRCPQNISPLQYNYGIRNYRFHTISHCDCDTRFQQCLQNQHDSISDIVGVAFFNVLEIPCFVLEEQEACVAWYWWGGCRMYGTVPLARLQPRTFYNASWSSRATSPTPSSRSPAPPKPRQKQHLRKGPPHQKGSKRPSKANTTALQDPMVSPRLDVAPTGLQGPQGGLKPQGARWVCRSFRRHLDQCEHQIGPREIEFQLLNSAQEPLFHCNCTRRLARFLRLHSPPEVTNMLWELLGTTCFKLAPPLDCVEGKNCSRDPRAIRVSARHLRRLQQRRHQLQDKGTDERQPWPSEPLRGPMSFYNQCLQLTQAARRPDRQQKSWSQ
ADAM10 inh: inhibitors of human ADAM10 | O14672 | recombinant ADAM10, EDANS/DABCYL FRET peptide cleavage, 3 h | inhibition, % at 7 µM | actives 0.62% (n = 370,000) | AID 720582;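 active = inhibition above a per-campaign cutoff equal to the mean of compounds falling between control-based bounds plus 3 SD, cut at about 20% in these data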;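 also: 0% = DMSO wells while the 100% control is not disclosed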
GC-B act: GC-B (human) receptor activation; P20594; HEK293-GC-B cells, CNP EC30, cGMP TR-FRET; 0% at EC30 CNP, 100% saturating CNP; activation, % at 10 µM; actives 0.11% (n = 370,000); AID 1920062;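 active = activation at 10 µM reaching about 35% in either raw or pattern-adjusted values, limit read from the data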
* marks the source's active call; other numbers are inactive results; / = not tested or not shown.

SMILES	FXN GAA850 act	DDE Tn6 FP inh	NPR1 activator	ASAP1 GAP inh	ARFGAP1 inh	rCAG binder	KLK7 zymogen act	sPLA2-III inh	ADAM10 inh	GC-B act
Cc1c(NS(=O)(=O)c2ccc(N3CCN(C)CC3)c([N+](=O)[O-])c2)c(=O)n(-c2ccccc2)n1C	2.3	-1	-1	-4	-5	-7	0.4	-8	-11	2
CCCC(=O)OCC(=O)Nc1ccc(N=Nc2ccccc2)cc1	4.8	1	12	-5	-1	1	0.0	1	9	-5
COc1ccc(NC(=O)Cn2nnc(-c3ccccc3NC(=O)C3CC3)n2)cc1	-3.1	2	2	-1	-9	3	-0.7	-11	5	-6
Fc1ccc(-n2cc(-c3ccccc3)c3c(N4CCOCC4)ncnc32)cc1	-2.7	-4	-2	5	5	-4	0.0	-6	5	-3
COc1cc(CCC(=O)NNC(=O)c2ccc(C)cc2)cc(OC)c1OC	1.2	1	2	-2	-3	0	0.3	2	3	2
c1ccc(-c2cc3c(N4CCCC4)ncnc3s2)cc1	3.2	0	2	11	5	2	0.8	4	-66	-2
CS(=O)c1ccccc1-c1nc(-c2cccc(Cl)c2)no1 (stereo not given)	3.8	-2	4	-19	-8	-5	0.0	-4	0	-5
O=C(Nc1cccc(NC(=O)c2ccco2)c1)c1cccc(Br)c1	-1.9	-2	-5	2	6	4	0.9	1	-2	-4
COc1ccc(CNC(=O)c2sc(=O)n(Cc3cc(C(C)=O)ccc3OC)c2C)cc1	-2.0	-1	-2	6	-11	-1	0.3	4	-4	-2
Cc1ccc(CCNC(=O)C2CC(=O)N(CCc3ccccc3)C2)cc1 (stereo not given)	-0.1	0	1	-1	11	-5	0.2	5	-14	1
CC(=O)Nc1cc2c(cc1Cl)-c1ccccc1C2O (stereo not given)	0.8	-3	-1	0	-1	1	-0.3	7	-2	-2
O=C(OCc1cc2ccccc2[nH]c1=O)c1cccnc1	-1.4	2	0	2	-4	-3	0.1	-5	-13	-7
CC(Oc1ccc(Br)cc1)C(=O)Nc1ccncc1 (stereo not given)	-1.2	9	-2	6	-6	-4	0.5	-3	-2	-4
C(#CC1=CCCCC1)CNCc1ccccc1	/	-4	1	/	/	3	-0.2	6	-9	10
COc1ccc(N(C)C(=O)CN(C)S(=O)(=O)c2ccc3c(c2)c(=O)n(C)c(=O)n3C)c(OC)c1	0.9	-1	0	-1	-2	2	0.3	0	-2	-3

Three entries from above, ordered by the number in ARFGAP1 inh, ascending.
compound,ARFGAP1 inh
COc1ccc(CNC(=O)c2sc(=O)n(Cc3cc(C(C)=O)ccc3OC)c2C)cc1,-11
CS(=O)c1ccccc1-c1nc(-c2cccc(Cl)c2)no1 (stereo not given),-8
Fc1ccc(-n2cc(-c3ccccc3)c3c(N4CCOCC4)ncnc32)cc1,5

Following part.
SMILES	FXN GAA850 act	DDE Tn6 FP inh	NPR1 activator	ASAP1 GAP inh	ARFGAP1 inh	rCAG binder	KLK7 zymogen act	sPLA2-III inh	ADAM10 inh	GC-B act
Cc1cc(C(=O)N(C)CC(=O)Nc2cccc(F)c2)no1	1.9	4	1	3	-2	-1	-0.4	1	-2	0
O=C(Nc1nnc([C@@H]2C[C@H](O)[C@@H](CO)O2)s1)Nc1cccc2ccccc12	-1.4	5	2	-6	-3	6	-0.7	7	-52	3
COc1cc(/C=N/NC(=O)c2sc3nc(C)cc(C)c3c2N)ccc1O	2.4	-1	-1	-8	11	14	-3.3	-6	-69	-10
Nn1c(=S)[nH]c2sc3c(c2c1=O)CCCC3	-1.4	-11	0	-10	4	2	-0.7	16	1	-6
CC(C)[C@H]1/C(=C/C2CC2)N2C(=O)C[C@H](c3ccccc3)N=C2N1C	/	4	-1	/	/	/	/	7	-12	-4
COC(=O)c1ccc(COc2ccc(Cl)cc2)o1	3.5	2	16	0	2	-1	0.6	-2	-4	-1
Cn1c(NC(=O)c2ccc(C(C)(C)C)cc2)cc(=O)n(C)c1=O	1.7	-9	2	-2	-5	4	-0.3	12	-14	1
CCC(C(=O)OCC(=O)c1ccc2c(c1)NC(=O)CO2)c1ccccc1 (stereo not given)	2.1	-9	1	6	14	3	0.4	-20	4	4
CCOC(=O)C1CCCN(C(=O)c2sc3nc4n(c(=O)c3c2C)CCC4)C1 (stereo not given)	1.4	-7	-1	7	9	0	-0.2	1	-1	4
CCCCNC(=O)NS(=O)(=O)c1ccc(C(=O)OC(C)C)o1	0.4	-9	3	-12	6	1	0.0	4	14	2
OC[C@H]1O[C@@H](n2cnc3c(Nc4ccccc4)ncnc32)[C@H](O)[C@@H]1O	5.7	5	0	0	-1	1	0.3	2	-1	-4
Cc1cccc(C)c1N1C(=O)c2ccccc2NC(=O)C1C(=O)NCc1ccco1 (stereo not given)	/	2	2	3	6	5	0.2	-2	-23	-1
COc1ccc(Nc2nnc(SCc3cc([N+](=O)[O-])cc4c3OCOC4)s2)cc1	3.4	-5	2	-4	-6	8	-0.5	6	-3	-4
O=C(NCc1ccccc1)C(c1ccco1)N(C(=O)c1cnccn1)c1ccc(F)cc1 (stereo not given)	-3.5	-3	-1	0	-3	-8	0.4	-6	-1	-1
CCCCC[C@@H](C)N1C[C@@H](COCc2ccccc2)Oc2cc(N3CCC[C@H]3C(N)=O)ccc2S1(=O)=O	/	-9	-3	3	4	5	-0.2	-1	28*	3
Cc1ccc(C)c(NC(=O)C(=O)NCCCN2CCOCC2)c1	2.5	5	5	-19	-4	-5	0.3	-2	3	-3
CCOc1ccc(C(=O)C2CCN(C(=O)c3ccc([N+](=O)[O-])cc3)CC2)cc1	0.6	-4	-1	5	14	-4	0.1	-1	7	-2
CCOC(=O)N1CCN(CC(=O)c2c(C)[nH]c3ccccc23)CC1	-0.3	1	1	-16	-6	-10	-0.1	4	-3	4
CCCS(=O)(=O)c1cnc(C2COc3ccccc3O2)nc1N (stereo not given)	-12	-5	3	19	2	1	0.1	-1	-7	1
COc1ccc(S(=O)(=O)N2CCOCC2)cc1NC(=O)CSc1n[nH]c(C(C)C)n1	2.2	-4	-2	-9	5	7	-0.7	-8	0	3
CC(C)N(Cc1nc(COc2ccccc2)no1)Cc1nccn1C	2.6	5	1	6	6	-4	0.6	5	0	5
COC(=O)[C@]12C[C@H](CC(=O)NCc3cccc4ccccc34)C(=O)N(Cc3ccccc3)C1=C[C@H](C(C)(C)C)O[C@@H]2C	/	6	-5	7	5	5	0.5	-14	12	-3
Cc1[nH]nc2c1C(c1ccc(F)cc1)N(c1ccccc1)C2=O (stereo not given)	/	-1	-4	-2	15	1	0.3	-5	-5	-6
Fc1ccc(-c2nnc3ccccn23)cc1	0.9	2	-1	-3	1	1	0.2	-2	-2	-2
Cc1ccc(S(=O)(=O)NCC(c2ccco2)N2CCOCC2)cc1 (stereo not given)	-0.4	-11	-1	-11	5	-1	0.4	2	10	0
CCCCOc1ccc(NC(=O)C2OC3OC(C)(C)OC3C3OC(C)(C)OC23)cc1 (stereo not given)	0.2	-1	2	13	1	2	0.5	2	-2	-4
CC(C)Oc1ccc(N2CC(C(=O)NC3=NCCS3)CC2=O)cc1 (stereo not given)	2.0	3	-1	6	8	-1	-0.4	2	4	7
CC(Cc1cccs1)NC(=O)Nc1ccccc1 (stereo not given)	3.4	7	5	-11	-11	2	0.0	2	2	5
NC(=O)C(=O)N/N=C1\CCc2ccccc21	5.8	2	-1	0	-2	0	0.1	-2	-2	-2
COC(=O)c1ccccc1NC(=O)CSc1nnc(CNS(=O)(=O)c2ccc(C)cc2)n1C	-1.0	-2	5	10	8	-10	0.4	-3	-1	-4
O=C(/C(=N\Nc1ccc([N+](=O)[O-])cc1)Sc1nnnn1-c1ccccc1)c1ccccc1	-1.0	2	-2	-5	-6	34	0.6	1	4	2
O=C1CC(C(=O)Nc2cccc(F)c2)n2c(nc3ccccc32)N1 (stereo not given)	-1.7	6	2	0	5	3	-0.2	11	-9	-2
CC(=O)C1=C(C)Nc2cc(C(F)(F)F)ccc2S1	0.4	-1	4	6	-8	8	0.0	-4	-6	5
O=C(O)C1C2C=CC3(CN(C4CCCC4)C(=O)C13)O2 (stereo not given)	-0.6	-5	0	7	2	2	-0.3	4	-4	3
COc1ccc(C2(C)NC(=O)N(CC(=O)c3cc(C)n(C4CC4)c3C)C2=O)cc1OC (stereo not given)	1.1	4	1	-7	4	1	-0.1	-1	-4	6
O=C(OCCO)c1c(C2=CCCCC2)oc2c1C(OCCO)CCC2 (stereo not given)	/	-6	2	5	8	2	1.0	-10	-3	-1
O=C(N/N=C/c1cccc([N+](=O)[O-])c1)C1CC(=O)N(c2ccc(Cl)cc2)C1 (stereo not given)	1.9	1	14	12	6	3	0.2	1	-1	-7
CCN(CC)S(=O)(=O)c1ccc(/C=C/C(=O)OCC(=O)NNC(=O)c2ccc(OC)cc2)cc1	0.4	-3	2	5	-9	6	0.5	-9	-14	3
Cc1ccc(Cn2nc(C)c(NC(=O)c3cc(-c4ccc5c(c4)OCO5)on3)c2C)cc1	/	-5	6	1	3	0	-0.4	0	0	7
COCCN(C(=O)COC(=O)/C=C/c1ccccc1Cl)c1c(N)n(Cc2ccccc2)c(=O)[nH]c1=O	-0.1	-6	0	12	5	-2	-0.2	0	-3	2
Cc1ccc(C)c(OCCC(=O)Nc2ccccc2C(=O)NC2CC2)c1	-0.8	2	-3	15	8	-2	-0.1	-5	4	9
O=C(C1=C[C@@H](C2CCCCC2)C[C@@H](OCc2ccc(CO)cc2)O1)N1CCN(Cc2ccccc2)CC1	-0.6	3	0	3	-12	3	0.6	-21	16	-1
Cc1cc(N2CCCC(C(=O)Nc3cccc4ccccc34)C2)n2ncnc2n1 (stereo not given)	0.2	-8	-2	-12	-1	-2	0.5	-2	1	-2
CCN(CC(=O)Nc1ccc2c(c1)OCCO2)CC(=O)Nc1ccc2c(c1)OCO2	0.3	-5	-1	-7	-5	-2	-0.5	5	4	0
COc1ccccc1OCCC(=O)NNC(=O)c1ccccc1F	0.7	0	1	-12	-2	0	0.2	7	-8	7
C=CCNc1nc(NCc2ccccc2)nc(OCC)n1	1.1	4	-3	4	20	-3	0.8	3	-2	-4
CCOc1ccc(CCNS(=O)(=O)c2ccc(-c3ccc(=O)[nH]n3)o2)cc1OCC	3.3	-1	-4	-2	8	-1	0.3	-7	-10	-4
O=C(CCCn1c(=O)c2ccccc2n(CC(=O)NCc2ccco2)c1=O)NCc1ccco1	0.9	3	-7	-4	0	0	0.6	9	-1	-2
COc1ccc(NC(C)=O)cc1NC(C)C(=O)Nc1cc(C(F)(F)F)ccc1N1CCOCC1 (stereo not given)	-1.4	-1	-5	10	10	16	0.2	1	-2	0
CCCN(CC(=O)Nc1ccccc1C)C(=O)Cc1c(C)nc2ccccc2c1C	0.1	5	1	-5	-6	7	1.2	3	-16	0
CN(C)S(=O)(=O)c1ccc(NC(=O)Cn2ccsc2=N)cc1	0.8	-7	-2	4	-3	1	-0.6	-2	-11	5

Assay outcomes (PubChem BioAssay)
